# FBW7 activator: human FBW7 E3 ligase activation, primary screen. Q969H0. normalized activity (activation), % at 26.1 µM. hit rate 0.13% among 650,000. AID 1259310. AlphaScreen FBW7–phospho-cyclin E peptide binding, activator screen; in the data active = normalized activity above about 1.9%;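 also: purified mutant Fbw7 with reduced substrate affinity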
# Target sequence (Q969H0 whole entry, looked up): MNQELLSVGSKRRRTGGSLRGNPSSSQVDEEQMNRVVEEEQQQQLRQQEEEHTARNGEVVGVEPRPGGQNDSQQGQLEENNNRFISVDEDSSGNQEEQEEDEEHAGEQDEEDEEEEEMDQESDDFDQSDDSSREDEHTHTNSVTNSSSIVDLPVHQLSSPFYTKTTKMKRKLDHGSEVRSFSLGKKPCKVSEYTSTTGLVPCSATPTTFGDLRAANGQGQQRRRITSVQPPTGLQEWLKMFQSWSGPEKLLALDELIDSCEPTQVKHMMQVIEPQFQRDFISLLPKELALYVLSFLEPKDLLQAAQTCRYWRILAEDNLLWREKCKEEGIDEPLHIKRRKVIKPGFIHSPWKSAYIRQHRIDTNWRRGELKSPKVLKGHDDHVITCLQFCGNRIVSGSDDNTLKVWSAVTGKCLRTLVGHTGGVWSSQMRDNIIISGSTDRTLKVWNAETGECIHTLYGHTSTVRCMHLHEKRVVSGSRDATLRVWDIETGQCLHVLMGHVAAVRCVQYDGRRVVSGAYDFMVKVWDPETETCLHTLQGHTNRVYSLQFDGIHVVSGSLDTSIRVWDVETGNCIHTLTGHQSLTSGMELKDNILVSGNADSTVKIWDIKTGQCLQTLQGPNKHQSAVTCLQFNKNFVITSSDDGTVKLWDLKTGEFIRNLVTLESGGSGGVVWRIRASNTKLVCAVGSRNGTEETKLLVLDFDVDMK
# GPR151 ag: human GPR151 activation; PathHunter beta-arrestin GPR151 cells, luminescence; Q8TDV0; hit rate 1% among 650,000; AID 1508602; activation, % at 11.2 µM; in the data active = activation above about 4.9%;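 also: 0% = median of compound wells and 100% = cells with positive control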
# MITF inh: human MITF inhibition, primary screen; hit rate 0.91% among 650,000; O75030; inhibition, % at 2.6 µM; AlphaScreen MITF homodimerization, bead proximity signal; AID 1259374; in the data active = inhibition above about 50%;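 also: 0% = vehicle wells with protein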
# TEAD-YAP block: TEAD-YAP interaction inhibition; HEK-TIYL cells, TEAD-Gal4/YAP UAS-luciferase luminescence; inhibition, % at 9.12 µM; AID 1259422; hit rate 1.4% among 640,000; in the data active = inhibition above about 32%;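 also: 0% = median of test compound wells and 100% = reference inhibitor wells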
# Active calls of the source: *; · = not tested or not shown; & = joins results of further samples. This is a random part of the collection; about 3.5% have a hit in one of these screens.
SMILES,FBW7 activator,GPR151 ag,MITF inh,TEAD-YAP block
NS(=O)(=O)c1ccc(N=Cc2cccc(OCc3ccccc3)c2)cc1,0.9,-3.1,-6,7
Nc1cc(N)nc(SCC(=O)NCC(=O)Nc2ccc(F)c(F)c2F)n1,-0.3,-1.5,-9,-2
CCCOC(=O)c1sc2nc3c(c(-c4ccco4)c2c1N)CCCC3,0.1,-0.4,-2,1
O=C(O)C1CC=CCC1C(=O)Nc1cccnc1 (configuration not stated),0.0,1.2,13,6
C[C@H]1C(=O)CC[C@@H]2[C@]1(C)CC[C@H]1[C@@]2(C)CC[C@@]2(C)[C@@H]3CC(C)(C)CC[C@]3(C)CC[C@]12C,-0.1&0.0,-0.4&0.0,-3&-2,3&-8
CCc1ccc(C2Nc3ccccc3NC3=C2C(=O)CC(c2ccc(OC)c(OC)c2)C3)s1 (configuration not stated),-0.1,-1.5,12,1
Cc1ccc(CN2C(=O)C3C(C(=O)Nc4ccc(C)c(Cl)c4)C4C=CC3(O4)C2C(=O)NC2CCCC(C)C2C)cc1 (configuration not stated),0.0,0.5,0,4
O=C(CN1C(=O)C2(OCCCO2)c2ccccc21)NCCC1=CCCCC1,-0.2,0.8,12,15
COc1ccc(C2=NN3C(C2)c2cc(OC)ccc2OC3c2ccc(C(C)(C)C)cc2)cc1 (configuration not stated),-0.1,0.2,-11,-13
COc1ccc(CCCc2nnc(SCC(=O)Nc3ccccc3F)o2)cc1,0.2,0.7,15,-2
CC(C)COc1ccc(/C=C2/NC(=O)N(Cc3ccccc3F)C2=O)cc1,-0.1,-0.3,1,2
Cc1nc(SCC(=O)Nc2ccccn2)n[nH]1,0.6,-0.1,12,2
COc1ccc(NC(=O)CSc2nnc(COc3ccccc3)o2)c([N+](=O)[O-])c1,-0.1,0.8,0,6
CSc1ccc(S(=O)(=O)NCCOc2ccccc2)cc1,-0.2,1.2,-1,-5
C=CCOc1ccc(Oc2nc(C)cc(OC)n2)nn1,-0.2,3.2,8,4
Cc1nnc(SCC(=O)Nc2nsc(-c3ccc(C(C)(C)C)cc3)n2)s1,0.0,0.3,-1,-26
CN1CCN(Cc2cc(CSc3ccccc3)c3cccnc3c2O)CC1,-2.1,0.5,65*,81*
CC(C)CCCC(C)C1CCC2C3CC=C4CC(OC(=O)C(C)Oc5ccccc5)CCC4(C)C3CCC12C (configuration not stated),0.0,0.0,-2,0
C=CCn1c(SCC)nc2sc3c(c2c1=O)CC(C)(CC)OC3 (configuration not stated),0.4,0.8,12,15
O=C(Nc1cccc([N+](=O)[O-])c1)C12CC3CC(CC(C3)C1)C2,-0.1,0.5,-5,-5
Cc1cc2cc(CCNC(=O)C3CC3)c(=O)[nH]c2cc1C,0.1,0.1,8,0
CCOC(=O)c1c(/N=C/c2cccc(OC)c2O)sc2c1CCN(C)C2,2.6*,-0.5,21,-6
O=C(CN1C(=O)C2C3c4ccccc4C(c4ccccc43)C2C1=O)OC(CCl)CCl (configuration not stated),0.4,0.3,-6,4
COC(=O)C1=C(C)NC2=C(C(=O)CCC2)C1c1ccc2c(c1)OCO2 (configuration not stated),0.5,-1.2,28,-6
CC(=O)NC(CCS(C)(=O)=O)C(=O)Nc1ccccc1 (configuration not stated),-0.1,-0.5,1,1
COc1ccc(COCC(O)CN2CCN(c3ccccc3F)CC2)cc1OC (configuration not stated),-0.2,0.0,-4,-1
CN(Cc1nc(-c2ccccn2)no1)C1CCCCC1,0.3,2.4,11,-25
OCCC1CN(Cc2nc3ccccc3s2)CCN1Cc1ccccc1F (configuration not stated),-0.2,-1.0,2,2
Cc1ccc(NC(=O)CCN2C(=O)c3cccc([N+](=O)[O-])c3C2=O)cc1,-0.2,0.6,0,6
CC1=C(C(=O)OC2CCCCCC2)C(c2ccc(Cl)cc2)NC(=O)N1 (configuration not stated),-0.1,0.4,1,1
O=P1(NCCCn2ccnc2)C=C(c2ccccc2)SC(c2ccccc2)=C1,-0.6,0.1,-9,-1
CC(=O)NC1C(=O)N(c2ccccc2)N=C1C (configuration not stated),-0.6,0.3,2,-14
CC(=O)C1=C(O)C(=O)N(Cc2cccnc2)C1c1ccc(Br)cc1 (configuration not stated),-0.1,2.4,-19,6
COc1ccc(C2CC(=O)CC(c3ccc(OC)cc3)S2)cc1 (configuration not stated),0.0,0.4,8,-3
Cc1cccc(N2CCN(C(=O)c3cccn4c(=O)c5cc(Cl)ccc5nc34)CC2)c1C,1.0,-1.6,7,2
CC(C)c1ccc(C2/C(=C(/O)c3ccccc3)C(=O)C(=O)N2CCO)cc1 (configuration not stated),0.1,2.1,1,-4

# Entries of single compounds as entered above. Order of values: FBW7 activator | GPR151 ag | MITF inh | TEAD-YAP block
# `CC(=O)NC1C(=O)N(c2ccccc2)N=C1C` (configuration not stated) across the screens: -0.6 | 0.3 | 2 | -14
# `COc1ccc(C2CC(=O)CC(c3ccc(OC)cc3)S2)cc1` (configuration not stated) across the screens: 0.0 | 0.4 | 8 | -3
# `Cc1cccc(N2CCN(C(=O)c3cccn4c(=O)c5cc(Cl)ccc5nc34)CC2)c1C` across the screens: 1.0 | -1.6 | 7 | 2
# `O=P1(NCCCn2ccnc2)C=C(c2ccccc2)SC(c2ccccc2)=C1` across the screens: -0.6 | 0.1 | -9 | -1

# Next compounds follow.
SMILES,FBW7 activator,GPR151 ag,MITF inh,TEAD-YAP block
O=C(Nc1cccc(Br)c1)c1c(O)c2ccccc2[nH]c1=O,0.3,-1.3,27,-3
O=C(N[C@H]1C[C@H]2C(=O)N[C@@H](Cc3ccccc3)C(=O)N2C1)c1cccc(F)c1F,0.0,1.2,1,-5
COc1ccc(Cl)cc1C(=O)NC1CCSC1=O (configuration not stated),-0.1,1.0,5,-6
Cc1nnc(SCC(=O)Nc2ccc(Br)cn2)s1,-0.2,1.1,2,-1
CCOc1ccc(N2C(=O)CC(n3c(C)nc4ccccc43)C2=O)cc1 (configuration not stated),0.0,1.0,-4,-6
Cc1ccc(C)c(S(=O)(=O)N2CCN3C(=O)[C@H](Cc4cnc[nH]4)NC(=O)[C@H]3C2)c1,-0.4,3.5,5,-17
N#CC1(C#N)C23CCCCC2CC2(CCCC(=O)C2)C1(C#N)C(=N)O3 (configuration not stated),-0.1,-2.0,-1,-17
COc1ccc(-c2csc(N(CCCN(C)C)C(=O)CCl)n2)cc1,0.3,-0.4,9,-11
Cc1cccc(N(CC(=O)NCc2ccc(Cl)cc2)S(C)(=O)=O)c1,0.5,0.8,-5,12
Cc1cc2nc3s/c(=C\c4ccc(OCc5ccccc5F)cc4)c(=O)n3c2cc1C,-0.1,-1.3,-2,0
CCOC(=O)C1=CN(c2ccc(OCC)cc2)C=C(C(=O)OCC)C1c1ccc(F)cc1,0.1,-0.2,-1,3
COc1ccc(OC)c(C(C)NC(=O)c2cc(Br)cs2)c1 (configuration not stated),0.0,-1.1,10,9
COC(=O)CCCC1=CC2=CC(=O)C(C)(OC(=O)c3cccs3)C(=O)C2=CO1 (configuration not stated),0.0,2.0,9,·
C=CCn1c(COc2cccc3cccnc23)nnc1SCC#N,-0.3,0.0,4,0
Cc1cc(-n2c(C)nc3ncccc3c2=O)ccc1NC(=O)c1ccccc1Br,0.1,0.1,19,8
O=C1Nc2cc(C(=O)N3CCN(c4ccccc4)CC3)ccc2NC1CSCc1ccccc1F (configuration not stated),-0.1,0.6,3,-9
O=C(Nc1ccc(N2CCOCC2)cc1)c1cccc(Nc2cnccn2)c1,0.0,-1.7,12,-45
CC1CC(C)(C)NC(=S)N1CCC(=O)N1CCCCC1c1cccnc1 (configuration not stated),-0.1,0.8,-2,-3
O=C1CCCN1CCCNc1nc(N2CCc3ccccc3C2)nc2c1ncn2CCN1CCCC1=O,0.1,-1.4,-3,11
CCCCCc1nc2sc3c(c2c(=O)n1N)CC(C)CC3 (configuration not stated),-0.1,-0.2,-6,-7
CCc1c(C)c(C#N)c2nc3ccccc3n2c1N1CCCC1,-0.1,1.7,4,-11
CCN(CC)c1nnnc2c1sc1nc(N3CCOCC3)c3c(c12)CCCC3,0.1,-0.3,-3,-3
CCCNC(=O)C(=O)NCC1OCCCN1S(=O)(=O)c1ccc(F)cc1 (configuration not stated),0.8,-1.8,11,9
Cc1ccc(Cn2c(C)c(CNC3CCCCC3)c(C(=O)O)c2C)cc1,0.0,-1.0,-8,-7

# Next section, starting with the last two of the part before.
SMILES,FBW7 activator,GPR151 ag,MITF inh,TEAD-YAP block
CCCNC(=O)C(=O)NCC1OCCCN1S(=O)(=O)c1ccc(F)cc1 (configuration not stated),0.8,-1.8,11,9
Cc1ccc(Cn2c(C)c(CNC3CCCCC3)c(C(=O)O)c2C)cc1,0.0,-1.0,-8,-7
COC(CNc1cc(-c2ccccc2)nc(-c2ccncc2)n1)OC,0.1,-1.0,-2,1
O=[N+]([O-])c1c(Cl)cc(O)c2c1C1C=CCC1C(C1CC=CCC1)N2 (configuration not stated),0.1,-0.7,13,10
CC(C)(C)c1csc2ncc(C(=O)NCc3ccc4c(c3)OCO4)c(=O)n12,-0.3,0.0,4,-2
O=C1N/C(=N\O)S/C1=C/c1ccc(Cl)cc1,0.1,-2.1,5,-30
COc1ccc(CNC(=O)Cn2nc(C(F)(F)F)cc2C)cc1,-0.1,-0.8,-1,11
O=C(CSc1nc2ccccc2[nH]1)Nc1ccc(Cl)cc1,0.7,0.2,14,-9
Cc1ccc(C2CC(=O)C3=C(C2)Nc2ccccc2N(C(=O)C(F)(F)F)C3c2cccc(Br)c2)cc1 (configuration not stated),0.0,0.0,9,7
CCOC(=O)CNC(=O)CSc1nnc(NC(=O)Cc2ccccc2)s1,-0.1,0.1,-5,-2
CC(C)C(=O)N(Cc1ccccc1)Cc1ccccc1,-0.2,-1.3,-3,-4
COc1ccccc1C1NC(=O)c2sc(=S)n(-c3ccccc3)c2N1 (configuration not stated),-0.1,-1.6,-6,-5
CNC(=O)Cn1cc2c(n1)CCCCC2,0.1,1.3,15,2
Cc1cc(=O)oc2cc(NC(=O)c3ccccc3Cl)ccc12,0.0,0.1,14,-70
O=C(Nc1cc(Cl)cc(Cl)c1)c1ccc(F)c(S(=O)(=O)NC2CCCC2)c1,0.1,0.9,1,-1
CCC1=C(O)c2ccccc2C(=O)C1=O,0.1,-0.7,16,6
CCN1C(=O)SC(CC(=O)O)C1=O (configuration not stated),0.0,-0.6,8,-1
Cc1cc2ccccc2n2c(=O)n(CC(=O)N3CC(C)OC(C)C3)nc12 (configuration not stated),1.3,-1.3,6,15
CN1C(=O)NC(=O)/C(=C/c2ccc(-c3ccc(Br)cc3)o2)C1=O,-0.4,-1.2,-5,-2
NC(=O)COc1ccc(/C=N/NC(=O)CSc2ncccn2)cc1,-0.1,1.3,1,5
CN(CCC#N)C(=O)COC(=O)c1cc(Cl)cc(Cl)c1N,-0.1,0.1,-3,-4
Cn1c(C(=O)O)c(CNCCC2=CCCCC2)c2ccccc21,-0.1,1.0,0,-9
CN1C(=O)/C(=C/c2ccc(C(=O)NCc3cccs3)cc2)Oc2ccccc21,0.8,-0.8,14,-24
Cn1cc(-c2ccc3cnc(Nc4ccc(-n5cnc(N6CCOCC6)n5)cc4)nc3c2OCCN2CCOCC2)cn1,0.0,-1.9,33,96*
COc1ccc([N+](=O)[O-])cc1NC(=O)c1cnc(N2CCN(c3ccccn3)CC2)c2ccccc12,0.5,0.1,14,-6
CCc1ccc(NC(=O)C2CCCN2c2nnc(N3CCCC3=O)s2)cc1 (configuration not stated),0.2,-0.5,13,2
COc1ccc(C2C(C(=O)Nc3cc(C)ccn3)=C(C)NC3=C2C(=O)CCC3)c(OC)c1 (configuration not stated),0.1,0.6,-15,1
Cc1ccc(-n2nc3c(c2NC(=O)Cc2ccccc2)CS(=O)C3)cc1 (configuration not stated),0.0,0.3,7,3
Cc1ccc(C(=O)On2c(-c3ccc(Br)cc3)nc3ccccc3c2=O)cc1C,-0.2,0.0,-2,-3
O=C1C=C(NCc2ccc(Cl)c(Cl)c2)CC1,0.0,-0.2,-7,12
Nc1ccn(CC(=O)NCCCO)c(=O)n1,0.0,-0.8,-11,-6
O=[N+]([O-])c1cccc([N+](=O)[O-])c1N1CCN(Cc2ccccc2)CC1,0.1,-0.2,10,0
COc1cc(C(C)=O)ccc1COc1ccc(C(=O)OC2CCCCC2=O)cc1OC (configuration not stated),-0.1,0.2,-1,9

# 2 records drawn at random from the list so far, as already listed:
SMILES,FBW7 activator,GPR151 ag,MITF inh,TEAD-YAP block
Cc1ccc(C(=O)On2c(-c3ccc(Br)cc3)nc3ccccc3c2=O)cc1C,-0.2,0.0,-2,-3
COc1cc(C(C)=O)ccc1COc1ccc(C(=O)OC2CCCCC2=O)cc1OC (configuration not stated),-0.1,0.2,-1,9

# Screening data deposited in PubChem BioAssay by The Scripps Research Institute Molecular Screening Center.
